NALP1 yeast inh = inhibitors of NALP1 inflammasome in yeast. S. cerevisiae NALP1/ASC/caspase-1 growth, X-gal OD620, 72 h. inhibition, % at 10 µM. 0.61% of 280,000 active. AID 2071; in the data active = inhibition mostly above about 24%, no sharp cut-off; inactive = mostly below about 32%; also: some compounds called inactive have numbers as strong as hits
PfM18AAP inh = blocks P. falciparum M18 aspartyl aminopeptidase; recombinant PfM18AAP, H-Glu-NHMec fluorogenic cleavage; inhibition, % at 7.35 µM; 1.2% of 290,000 active; AID 1822;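 active = inhibition above the campaign mean inhibition over all tested compounds plus 3 SD, cut at about 28% in these data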;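 also: 0% = plate median of test compound wells and 100% = 2 mM ZnCl2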
GalR3 antagonist = human GalR3 antagonism; O60755; HEK293 GalR3-CNG cAMP membrane potential fluorescence; galR3 body fused to GalR1 C-terminus; inhibition, % at 3 µM; 0.44% of 360,000 active; AID 651719;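 active = inhibition above the screen-wide average plus 3 SD, cut at about 13% in these data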;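 also: forskolin and galanin both at EC90 stimulate the cells; cAMP rise reported by CNG channel membrane potential dye signal; 0% = forskolin plus galanin with DMSO and 100% = forskolin alone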
Target sequence (O60755 1-299 limits assumed): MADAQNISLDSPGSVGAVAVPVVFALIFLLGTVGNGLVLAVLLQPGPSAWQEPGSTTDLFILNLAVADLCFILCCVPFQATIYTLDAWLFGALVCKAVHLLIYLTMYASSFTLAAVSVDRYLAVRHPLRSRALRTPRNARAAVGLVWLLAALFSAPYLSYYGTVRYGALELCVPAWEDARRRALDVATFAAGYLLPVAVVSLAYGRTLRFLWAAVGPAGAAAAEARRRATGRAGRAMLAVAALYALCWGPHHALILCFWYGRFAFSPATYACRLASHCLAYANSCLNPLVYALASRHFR
V1aR counter = V1a receptor agonism, counter-screen for OXTR agonists | activation, % at 3 µM | P37288 | AID 2797 | 0.25% of 320,000 active | CHO-V1R cells, Fluo-8 calcium fluorescence, agonist mode; 0% DMSO, 100% 3 nM vasopressin;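 active = activation above the mean activation of all tested compounds plus 3 SD, per screening run, cut at about 20% in these data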;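 also: signal is peak over basal fluorescence ratio across a 100 second FLIPR read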
MEKK2 mut-MEK5 = signal of MEK5 binding to mutant human MEKK2 PB1 domain | bead flow cytometry, Alexa488-MEK5 binding to MEKK2 mutant | 0.35% of 290,000 active | percent response, % at 10 µM | AID 1530; in the data active = percent response above about 24%, passing the limit was not always enough; also: inactives centre near 1; some results filed as inactive read as strong as hits
OXTR ag = human OXTR agonism; AID 2435; CHO-OTR cells, Fluo-8 calcium fluorescence; normalized: DMSO 0%, oxytocin 100%; activation, % at 3 µM; P30559; 0.32% of 320,000 active;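 active = activation above the mean of all tested compounds plus 3 SD, cutoff set per screening run, cut at about 20% in these data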;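 also: peak over basal fluorescence ratio from a 100 s FLIPR kinetic read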
Target sequence (P30559 whole entry, looked up): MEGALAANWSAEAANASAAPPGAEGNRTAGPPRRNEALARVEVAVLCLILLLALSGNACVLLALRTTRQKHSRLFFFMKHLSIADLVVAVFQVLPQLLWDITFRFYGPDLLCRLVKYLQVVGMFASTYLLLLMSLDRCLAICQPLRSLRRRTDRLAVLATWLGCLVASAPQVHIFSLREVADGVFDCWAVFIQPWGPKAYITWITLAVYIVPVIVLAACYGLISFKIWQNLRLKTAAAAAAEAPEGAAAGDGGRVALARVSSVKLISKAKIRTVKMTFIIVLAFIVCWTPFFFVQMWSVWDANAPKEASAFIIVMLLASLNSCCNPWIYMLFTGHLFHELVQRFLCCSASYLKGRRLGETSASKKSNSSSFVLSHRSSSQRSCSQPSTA
GPR7 antagonist = human neuropeptides B/W receptor 1 antagonism; P48145; GPR7-expressing cells, fluorescence antagonist assay; inhibition, % at 4.4 µM; 1.1% of 290,000 active; AID 1861; in the data active = inhibition above about 16%, passing the limit was not always enough;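 also: cells stimulated with the agonist NPW; 0% = agonist with vehicle and 100% = vehicle without agonist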
Target sequence (P48145 whole entry, looked up): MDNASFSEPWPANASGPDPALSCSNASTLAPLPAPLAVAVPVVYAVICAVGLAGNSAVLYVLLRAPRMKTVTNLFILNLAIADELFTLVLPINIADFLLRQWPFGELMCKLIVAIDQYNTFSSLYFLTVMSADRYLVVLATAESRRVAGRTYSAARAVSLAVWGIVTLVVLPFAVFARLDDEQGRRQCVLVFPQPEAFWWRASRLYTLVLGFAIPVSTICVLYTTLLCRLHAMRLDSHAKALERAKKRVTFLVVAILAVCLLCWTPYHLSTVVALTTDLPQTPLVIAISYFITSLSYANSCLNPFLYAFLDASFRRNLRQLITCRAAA
MEKK2wt PB1 HTS = raises or lowers MEK5 binding to wildtype human MEKK2 PB1 domain. bead flow cytometry, Alexa488-MEK5 binding to MEKK2 WT; actives lie on both sides. AID 1531. 1.1% of 290,000 active. binding response (% of control), % at 10 µM; in the data active = binding response below about 67% or above about 130%
OXTR potentiate = potentiates the human oxytocin receptor response | AID 2445 | CHO-OTR cells, Fluo-8 calcium fluorescence, potentiator mode; 0% = oxytocin EC15, 100% = EC100 | 0.061% of 320,000 active | activation, % at 3 µM;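 active = activation above that plate's cutoff, the mean activation of tested compounds plus 3 SD, cut at about 6.6% in these data, passing the limit was not always enough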;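 also: 100% uses oxytocin at 75 nM as the full agonist control; some results filed as inactive read as strong as hits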
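Assay system: CHO cell line stably expressing human OTR | Also added: Oxytocin at about EC15, sub-maximal agonist stimulus | Times: Compound 6 min at room temperature before oxytocin, 100 s read | Measured by: Fluo-8 intracellular calcium fluorescence, ex 470-495, em 515-575 nm | Controls: EC15 oxytocin alone as 0%, 75 nM oxytocin as 100%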
Active calls of the source: *; / = no result given.

Compound	NALP1 yeast inh	PfM18AAP inh	GalR3 antagonist	V1aR counter	MEKK2 mut-MEK5	OXTR ag	GPR7 antagonist	MEKK2wt PB1 HTS	OXTR potentiate
COc1ccc(OC)c(-c2cc(C(=O)Nc3cc(C)on3)no2)c1	11	0	-6	-0.8	8	-1.8	14	103	-3
O=C(Nc1cccc(S(=O)(=O)NC2=NCCCCC2)c1)c1cccnc1Cl	1	5	3	1.5	-4	1.2	4	100	-4
CC(NC(=O)CCc1ccccc1)c1ccc2c(c1)OCO2 (configuration not stated)	18	-1	-8	-1.1	-2	-1.1	7	95	-8
CC(C)N(C(=O)CSc1nc2ccccc2n1Cc1ccccc1F)C(C)C	-13	1	-4	-1.4	-3	-1.9	-7	95	-19
COc1cccc(-n2c(SCc3cc(=O)oc4cc(O)c(O)cc34)nc3ccccc3c2=O)c1	24	56*	-2	1.7	-3	1.7	-6	90	-4
CCOC(=O)/C(C#N)=C/c1c(OCC)n(CC)c2ccccc12	19	-9	3	-1.2	2	-1.4	-4	105	-1
O=C(CC1OC(=O)c2ccccc21)NCC1COc2ccccc2O1 (configuration not stated)	/	/	2	0.1	/	0.6	/	/	-2
COc1ccc(N2CCN(C(c3ccco3)c3sc4nc(C)nn4c3O)CC2)cc1 (configuration not stated)	27	-2	-4	1.0	-2	1.3	-4	90	-5
COc1ccc2cc(CCNC(=O)c3cc4ccccc4o3)c(=O)[nH]c2c1	-4	0	-3	6.7	1	4.6	2	102	-7
Cc1nn(S(=O)(=O)c2ccc(C(C)(C)C)cc2)c(C)c1S(=O)(=O)N1CCOCC1	3	2	0	-0.3	6	0.8	-3	108	-7
O=C(c1ccco1)N1CCN(C(c2cccs2)c2nnnn2C2CCCCC2)CC1 (configuration not stated)	9	11	-5	-0.7	7	-1.7	-5	101	2
CC1(C)CC(NC(=O)C(C)(C)Oc2ccc(Cl)cc2)CC(C)(C)N1	8	-3	-6	0.5	0	1.5	3	100	-2
COc1ccccc1OCc1nc(-c2cccc([N+](=O)[O-])c2)no1	5	2	3	1.7	0	0.7	0	103	-2
Cc1cc(C)n2ncc(C(=O)NCc3cccnc3)c2n1	4	2	5	0.8	12	-0.2	8	106	-8
Cc1ccc(-n2nnnc2SCC(=O)Nc2sc(C)c(C)c2C#N)cc1C	22	-6	-6	-1.1	-3	-0.5	24	93	-7

PfM18AAP inh: entries above that show a hit.
Molecule | NALP1 yeast inh | PfM18AAP inh | GalR3 antagonist | MEKK2 mut-MEK5 | GPR7 antagonist | MEKK2wt PB1 HTS | OXTR potentiate
COc1cccc(-n2c(SCc3cc(=O)oc4cc(O)c(O)cc34)nc3ccccc3c2=O)c1 | 24 | 56* | -2 | -3 | -6 | 90 | -4

(list continues)
Compound	NALP1 yeast inh	PfM18AAP inh	GalR3 antagonist	V1aR counter	MEKK2 mut-MEK5	OXTR ag	GPR7 antagonist	MEKK2wt PB1 HTS	OXTR potentiate
Cc1ccc(S(=O)(=O)NCCC(=O)NC2CCC(C)CC2)cc1 (configuration not stated)	/	/	0	0.4	/	-0.2	/	/	-4
Cc1cc(C(=O)NNC(=O)c2nn(C)c(=O)c3ccccc23)c(C)o1	6	-2	-1	-0.6	-4	-0.9	-9	94	1
Cc1ccc(CNS(=O)(=O)NCc2ccc(Cl)cc2)cc1	10	2	-4	-1.0	-5	-0.7	-9	96	-1
Cc1ccc([N+](=O)[O-])c(OCC(O)CNC(C)(C)C)c1 (configuration not stated)	7	-14	-6	-1.3	18	0.2	8	108	-9
COc1ccc(CNC(=O)C2CCN(S(=O)(=O)c3ccc4c(c3)CC(C)N4C(C)=O)CC2)cc1 (configuration not stated)	8	-1	-2	4.3	0	3.1	-2	100	-6
COc1ccc(S(=O)(=O)N=C2C=C(C)C(=O)C(C)=C2)cc1	14	-31	-5	0.2	-9	1.2	-10	77	-4
Cc1c(NC(=O)NCCN2C(=O)C3C4C=CC(C4)C3C2=O)c(=O)n(-c2ccccc2)n1C (configuration not stated)	-23	0	3	-0.4	-1	0.0	-14	91	-7
CN(C)/C(=N\S(=O)(=O)c1ccccc1)c1ccccc1	15	-7	-9	0.3	6	1.1	-2	101	-4
CCn1c(Oc2ccccc2F)nc2c1c(=O)n(C)c(=O)n2C	-19	1	-5	-0.1	14	-0.7	-21	114	2
O=C(CSCc1nc2scc(-c3cccs3)c2c(=O)[nH]1)Nc1ccccn1	11	0	0	0.3	4	-0.5	-7	109	-2
Cc1ccc(CN2CCN(/N=C\C(Br)=C\c3ccccc3)CC2)cc1	8	-11	-7	0.5	-2	-2.0	-5	101	-2
O=S(=O)(c1ccc(-c2ccon2)s1)N1CCN(c2ccncc2)CC1	/	2	/	0.7	4	1.3	-1	113	-5
O=C(COC(=O)c1ccccc1)Nc1cc(S(=O)(=O)N2CCCCCC2)ccc1Cl	/	/	-3	0.7	/	-1.3	/	/	-5
COc1ccc(CCN2C(=O)CSC2=Nc2ccc(C(C)C)cc2)cc1OC	-6	0	84*	7.7	-15	0.5	5	92	-15
Cc1cccnc1Sc1c([N+](=O)[O-])ncn1C	/	1	-5	-0.2	-11	0.0	-10	94	4

Molecules from the list above that have an aryl thioether with sulfur outside any ring:
Compound	NALP1 yeast inh	PfM18AAP inh	GalR3 antagonist	V1aR counter	MEKK2 mut-MEK5	OXTR ag	GPR7 antagonist	MEKK2wt PB1 HTS	OXTR potentiate
CC(C)N(C(=O)CSc1nc2ccccc2n1Cc1ccccc1F)C(C)C	-13	1	-4	-1.4	-3	-1.9	-7	95	-19
COc1cccc(-n2c(SCc3cc(=O)oc4cc(O)c(O)cc34)nc3ccccc3c2=O)c1	24	56*	-2	1.7	-3	1.7	-6	90	-4
Cc1ccc(-n2nnnc2SCC(=O)Nc2sc(C)c(C)c2C#N)cc1C	22	-6	-6	-1.1	-3	-0.5	24	93	-7
Cc1cccnc1Sc1c([N+](=O)[O-])ncn1C	/	1	-5	-0.2	-11	0.0	-10	94	4

Next part
Compound	NALP1 yeast inh	PfM18AAP inh	GalR3 antagonist	V1aR counter	MEKK2 mut-MEK5	OXTR ag	GPR7 antagonist	MEKK2wt PB1 HTS	OXTR potentiate
COc1cc(Cl)ccc1OCc1cc(C(=O)N2CCCC(OC)C2)no1 (configuration not stated)	10	-8	3	1.3	7	-0.4	-3	107	-3
Nc1nc(N)nc(-c2cccc(Cl)c2)n1	/	/	-6	0.2	/	0.6	/	/	-1
COc1ccc(NC(=S)N2CCC(N(C)CC3CCCO3)CC2)cc1Cl (configuration not stated)	1	16	1	0.5	1	0.0	-6	106	-9
CCOCc1c(C(=O)OCC(=O)/C(C#N)=C(\C)N)oc2ccccc12	2	-1	-1	1.2	3	0.8	-9	114	-3
COc1ccc(S(=O)(=O)N2CCN(CC(=O)NCCc3cccs3)CC2)cc1	/	/	-7	0.1	/	-0.1	/	/	4
CCOCCCn1c(SCC(=O)Nc2ccccc2OC)nc2ccccc2c1=O	5	7	-3	-0.8	-4	-1.1	-3	96	-11
Cc1ccc(N(CC(=O)NCc2ccccn2)S(=O)(=O)c2ccccc2)cc1C	3	1	-6	0.0	5	-0.5	7	99	-13
O=C(/C=C/c1cn(CC(O)CN2CCCCC2)c2ccccc12)c1ccccc1 (configuration not stated)	-8	5	-9	/	16	/	4	141*	/
CCN(CC)CCNC(=O)C12CC3CC(C)(CC(C)(C3)C1)C2	16	-1	-4	0.5	3	1.0	5	108	-5
O=C(CSc1ccc2nnc(CCNC(=O)c3ccccc3)n2n1)NCc1ccccc1	-2	-3	0	0.9	3	-0.4	-10	96	-8
COc1ccc(NC(=O)/C(=C/c2cccs2)NC(=O)c2ccco2)cc1	-3	-7	-5	-0.2	-1	0.1	-3	95	-4
COCCCNc1nc2ccccc2nc1NS(=O)(=O)c1cccc(C)c1	13	10	8	-0.2	6	-0.8	4	106	-14
O=c1c2sc3nc(N4CCOCC4)c4c(c3c2nnn1Cc1ccccc1)CCCC4	2	-1	4	-0.1	1	0.5	-8	96	-2
Cc1ccc(S(=O)(=O)c2nc(Nc3ccccc3)sc2Cl)cc1	50	0	-6	/	5	/	-18	102	/
O=S(=O)(c1ccc(F)cc1)N1CCCc2ccccc21	-1	4	/	0.1	1	-2.3	-21	108	-14
CC(=O)Nc1ccc(NC(=O)C(C)OC(=O)C2CCCCC2)cc1 (configuration not stated)	/	/	-5	0.3	/	0.4	/	/	5
O=C(NCCN1CCOCC1)Nc1cccc(Cl)c1	14	-2	-3	0.2	7	0.3	-15	108	-4
Cc1cccc(C)c1N(CC(=O)N1CCN(C)CC1)S(C)(=O)=O	-4	-12	-4	2.2	2	0.8	10	97	-4
COc1ccccc1CNCc1cccc(Oc2ccccc2)c1	18	2	1	2.8	7	5.3	10	117	0
CC(C)Cn1c(NCCN(C)C)nc2c1c(=O)[nH]c(=O)n2C	18	3	3	0.1	2	0.6	-12	103	4
O=C1CCC(C(=O)N2CCC(O)CC2)CN1CCc1ccc(Cl)cc1 (configuration not stated)	7	0	-3	-0.3	7	0.3	-17	105	1
O=C(OCCN=C1NS(=O)(=O)c2ccccc21)c1ccco1	-6	2	2	0.7	3	1.4	-28	102	-10
CCCCOc1ccc(CN(CCO)CCO)cc1[N+](=O)[O-]	28	-5	-2	0.0	-1	0.2	2	106	-4
COc1c(C)cccc1C(=O)Nc1ccc(N2CCOCC2)c(Cl)c1	13	4	-3	0.1	1	-1.4	-3	102	-11
CCOc1ccccc1/C=N/NC(=O)CNC(=O)c1cccs1	-29	5	-7	-0.1	4	1.7	4	97	-7
Cn1c(CNC(=O)c2ccc(F)cc2)cc2ccccc21	6	-9	-7	0.4	2	-2.1	0	97	-1
COc1ccccc1CN1C(=O)C(=O)N(Cc2cccc(C)c2)C1=O	21	10	-1	-0.3	-24	-2.8	9	76	-29
O=C(Cc1ccsc1)Nc1cc(F)ccc1F	6	-2	-8	-0.5	10	0.2	5	100	-2
COc1ccc(/C=C/C(=O)NCC(=O)N/N=C/c2ccc(OC)cc2)cc1	42	4	-5	0.8	-3	-0.8	-8	99	-5
O=C1c2ccccc2C(O)(c2ccccc2)N1C1CC1 (configuration not stated)	-14	4	-3	0.1	4	-0.3	-3	102	-6
Cc1ncc(CO)c(/C=N/NC(=O)c2cc3c(s2)CCCC3)c1O	-10	9	-6	1.9	-2	0.7	-9	97	-6
Cc1ccc(C)c(NC(=O)CN(C)C(=O)c2nn(C)c(=O)c3ccccc23)c1	-12	-8	-6	-0.4	-8	-1.4	3	90	-13
CC1CCCCC1NC(=O)CSCC(=O)O (configuration not stated)	8	-1	-11	-0.9	0	0.3	-15	100	-3
CN1C(=O)CC(N2CCC(c3nc4ccccc4[nH]3)CC2)C1=O (configuration not stated)	-6	-2	4	0.1	-7	0.2	-3	95	1
COc1ccc(CCNC(=O)c2c(C)nn(CC(C)C)c2Cl)cc1OC	2	-4	0	/	-2	/	-3	102	/
CC1(C(=O)NCc2ccc(F)cc2)Oc2ccccc2NC1=O (configuration not stated)	-35	-4	2	-0.6	-8	5.8	-9	92	-3
Cc1ccc(-n2cccc2/C=C2\C(=N)N3N=C(c4ccco4)SC3=NC2=O)cc1	-10	7	-4	-0.1	-4	-0.1	10	90	-2
COc1ccccc1NS(=O)(=O)c1ccc(NC(=O)c2nc3nc(C)cc(C(F)F)n3n2)cc1	4	-10	-5	-0.1	6	0.8	-2	104	-6
COc1cc(/C=C/c2nc3ccccc3c(=O)[nH]2)cc(Br)c1O	29	2	-1	2.5	-5	1.9	10	94	-10
